Source: PubChem
All columns: NCI-60 one-dose screen, growth in % after 48 h at 10 µM unless noted; 100 = growth as untreated, 0 = no growth, -100 = all killed.
MDA-MB-468: MDA-MB-468 breast cancer | AID 2202374 | 8.5% of 78,000 active
SR: SR leukemia cells. 8.7% of 73,000 active. AID 1794780
HS 578T: HS 578T breast cancer; 4.1% of 78,000 active; AID 1794788
MDA-MB-231: MDA-MB-231 breast cancer; 5% of 81,000 active; AID 1794789
MCF7: MCF7 breast cancer; AID 1794796; 6.3% of 82,000 active
T-47D: T-47D breast cancer | 5% of 79,000 active | AID 1794792
K-562: K-562 leukemia. 7.4% of 78,000 active. AID 1794777
BT-549: BT-549 breast cancer; 4.4% of 78,000 active; AID 1794793
Active calls of the source: *; x = not tested or not shown; & = joins results of further samples; ! = not active in a repeat. Rule for the calls: active = growth percent below 10; inactive = the rest.

Screens in order: MDA-MB-468, SR, HS 578T, MDA-MB-231, MCF7, T-47D, K-562, BT-549
(1) CN(C)c1ccc(C(Cc2ccc3ccccc3n2)Cc2ccc3ccccc3n2)cc1
    77&33, 71&39, 93&70, 64&58, 68&41, 74&35, 86&30, -3.4*!
(2) Cc1cc(Nc2ccc(C)c(Cl)c2)n2nc(C(F)(F)F)nc2n1
    36, 61, 29, 2.8*, 78, -0.7*, 55, 70
(3) O=C1c2cc3c(cc2-c2c1c1ccc(Cl)cc1c(=O)n2C[C@H](O)[C@@H](O)[C@H](O)CO)OCO3
    -63*, 0.9*, 11, 6.7*, 1.7*, -8.9*, 12, -1.8*
(4) CCn1cc(C(=O)O)c(=O)c2cc(F)c(N3CCN(C(C)C(=O)Nc4ccc(C(C)=O)cc4)CC3)cc21 (configuration not stated)
    106, 105, 100, 122, 101, 96, 104, 109
(5) C#C[C@]1(O)CC[C@H]2[C@@H]3CC=C4c5sc(Nc6cc(Cl)ccn6)nc5CC[C@]4(C)[C@H]3CC[C@@]21C
    29, 4.6*, -3.5*, 33, -64*, 37, 7.3*, 20
(6) CCOC(=O)C/C1=C/CC/C2=C/C[C@@H]3[C@@H](CCCC3(C)C)CC[C@H]3CCCC(C)(C)[C@H]3C/C=C(/CC/C=C(/CC(=O)OCC)CC1)CC2 (tested in a mixture with another compound)
    84, 109, 95, 108, 92, 89, 72, 115
(7) CC(=O)Nc1ccc(C(F)(F)F)cc1
    94, 73, 91, 113, 92, 83, 92, 97
(8) C=C1C(=O)O[C@@H]2[C@H]3[C@H](COC(=O)CC(C)C)[C@@H](OC(C)=O)C[C@H]3C(=C)[C@@H](O)C[C@@H]12
    54, 34, 81, 59, 50, 81, 36, 94
(9) COc1cc(-c2nc(-c3ccccc3)[nH]c2-c2ccnc(NCCCNS(=O)(=O)c3ccc(F)cc3)n2)ccc1F
    64, 62, 92, 78, 58, 32, 46, 95
(10) C[C@]12CC[C@@H]3c4ccc(O)cc4CC[C@H]3[C@@H]1CC[C@@H]2NS(=O)(=O)c1cccc(Br)c1
    54, 27, 74, 71, 38, 37, 30, 69
(11) CC(=O)n1c(-c2ccc(Cl)c(Cl)c2)cn(-c2ccc(Cl)cc2)c1=O
    x, 1.0*, -16*, 33, 22, -47*, -35*, 0.4*
(12) O=C(N/N=C/c1ccc(Cl)cc1)c1cc(-c2nc3ccccc3[nH]2)nc2ccccc12
    94, 81, 114, 115, 94, 91, 102, 106
(13) CC1(C)CC(=O)C2=C(C1)N(c1ccc(F)cc1F)C(N)=C(C#N)C2c1ccc(F)cc1 (configuration not stated)
    102, 85, 95, 107, 99, 106, 88, 117
(14) CCN(C)CCCOc1ccc(/C(=C(\C)Cc2cccc(OC)c2)c2ccc(OC(C)=O)cc2)cc1
    101, -8.5*, 94, 104, 51, 76, 101, 92
(15) N#Cc1c(Nc2ccccc2)n[nH]c1-c1ccc(Cl)cc1
    49, x, 67, 78, 71, 66, 48, 82
(16) CCN1CCCC(O)C1 (configuration not stated)
    113, 93, 102, 92, 93, 101, 99, 102
(17) COC(=O)[C@@]12CC[C@@H](C)[C@]3(C[C@@H](c4ccoc4)OC3=O)[C@H]1CC[C@@H]1O[C@@]12C
    106, 110, 99, 108, 97, x, 113, 101
(18) CC1=CCCC1
    116, 93, 115, 106, 101, 114, 100, 111
(19) CCOC(=O)c1sc2c(c1C)c(=O)nc1c(-c3nc(-c4ccccc4)cs3)n[nH]n12
    113, 96, 95, 90, 93, 84, 87, 95
(20) COC(=O)C(CCc1ccccc1[N+](=O)[O-])C(=O)OC
    86, 85, 93, 110, 92, 115, 106, 95
(21) CCOc1ccc(Nc2ccnc3cc(Cl)ccc23)cc1
    -1.7*, 0.4*, 29, -32*, 4.4*, 1.4*, 9.0*, 14
(22) COc1ccc(/C(=N/NS(=O)(=O)c2ccc([N+](=O)[O-])cc2)C2COC(=O)C2)cc1OC (configuration not stated)
    106, 102, 93, 100, 96, 86, 106, 103
(23) Oc1[nH]c2ccccc2c1/C=c1/ccc2c(c1)N=C(c1ccc(C(F)(F)F)cc1)N=2
    44, 12, 49, 47, 37, 35, 15, 43
(24) CC(=O)Nc1ccc(Cl)cc1NC(C)=O
    x, x, 105, 105, 104, 93, 98, 113
(25) CNCc1cccc2c1OCCOCCOCCC(C)S(=O)(=O)c1ccc(cc1)-c1cnc(N)c(n1)C(=O)N2 (configuration not stated)
    53, -19*, 0.1*, 57, 38, 33, 7.1*, 44
(26) CC(C)CC(NC(=O)CN(Cc1ccccc1)S(C)(=O)=O)C(=O)O (configuration not stated)
    100, x, 92, 111, 90, 82, 78, 118
(27) COc1cc2cn3c4cccnc4[nH]c(=O)c3c2cc1OC
    101, x, x, 111, 92, 119, x, 101
(28) CCCCCC(=O)OC1CCCCC1
    104, 78, x, 100, 98, 95, 89, 91
(29) CCOC(=O)c1sc2ccc(NCc3cnc[nH]3)cc2c1NC(=O)c1ccc(C)cc1
    x, 98, 103, 88, 91, 89, 101, 86
(30) N#CCCSC(=N)N
    108, 84, 119, 115, 94, 99, 94, 103
(31) COC(=O)C1(O)NC(=C(C#N)C#N)C(C#N)=C1C(=O)c1ccc(OC)c(OC)c1 (configuration not stated)
    110, 90, 96, 119, 95, 99, 100, 89
(32) C=Cc1cc2oc3ccccc3c(=O)c2c(O)c1-c1cc(OC)c2c(Cl)c(CCC)n(C)c(=O)c2c1O
    77, 96, 97, 100, 88, 84, 94, 108
(33) Clc1ccc(/C=N\Nc2ccccn2)c(Cl)c1
    18, 89, 86, 68, 29, 71, 102, 105
(34) O=S(=O)(NCc1ccccc1)c1ncnc2nc[nH]c12
    108, 105, 116, 107, 98, 107, 97, 94
(35) COc1ccc(C2OCC3(CO)COC(c4ccc(OC)c(OC)c4)N23)cc1OC (configuration not stated)
    104, 106, 115, 101, 89, 101, 110, 127
(36) COC(=O)c1cc(O)c2c(c1C(=O)OC)C[C@H]1[C@@H]3CC=C4C[C@@H](O)CC[C@]4(C)[C@H]3CC[C@]21C
    35, 31, 32, 2.2*, 37, 36, 20, 32
(37) CN1CCN(C)Cc2ccccc2C2=NN=C(O2)c2cccc(n2)C2=NN=C(O2)c2ccccc2CN(C)CC1
    73, 33, 61, 48, 32, 91, 30, 95
(38) COC1(OC)C2C(Cl)=C(Cl)C1(Cl)C(Br)C2c1ccccc1 (configuration not stated)
    67, 47, 103, 101, 99, 85, 64, 97
(39) Cn1cc(-c2nc(-c3c[nH]c4c(Cl)nccc34)cs2)c2cc(F)ccc21
    1.9*, x, 113, 100, 68, 49, x, 118
(40) Cc1ccc(Nc2ccc3c4c(cc(=O)n3C)-c3ccccc3C(=O)c24)c(S(=O)(=O)O)c1
    111, 96, 109, 103, 91, 86, 99, 97
(41) C=CCNCc1cc(O)c(CNCC=C)cc1O
    93, 93, 105, 84, 94, 84, 79, 106
(42) Cc1ccc(/C=N/NC(=O)CSc2nc3ccccc3c(=O)n2CCc2ccc(S(N)(=O)=O)cc2)cc1
    97, 78, 90, 84, 85, 84, 64, 91
(43) NC(=O)CCCCC(N)=O
    99, 102, 117, 114, 102, 104, 103, x
(44) O=C(O)CCCCSc1ncnc2nc[nH]c12
    96, x, 122, 113, 99, 97, 102, 106
(45) CCOc1ccccc1[C@H]1C(C(=O)c2ccc(Cl)cc2)C2(N[C@@H]1c1ccccc1)C(=O)Nc1ccc(Br)cc12 (some centres not stated)
    -21*, -46*, -5.8*, -69*, -12*, 13, -13*, -68*
(46) COc1ccc(-c2cn[nH]c2-c2cc(OC)c3c(c2)OCO3)cc1
    36, 5.6*, x, 11, 13, 44, 10, 59
(47) COc1ccc(C2=NN(C(C)=O)C(c3cc(-c4cc5ccccc5o4)n(-c4ccccc4)n3)C2)cc1 (configuration not stated)
    98, 88, x, x, 90, 98, 94, 102
(48) OC(CCC(O)(c1ccccc1)c1ccccc1)(c1ccccc1)c1ccccc1
    94, 80, 75, 82, 87, 94, 5.5*, 121
(49) Cc1cccc(C)c1NC(=O)Cn1c(-c2nonc2N)nc2ccccc21
    101, 86, 107, 94, 80, 92, 100, 98
(50) CCOC(=O)COc1c(C)cccc1C
    99, 103, 110, 99, 92, 92, 106, 97

In another format: results already given
14	CCN(C)CCCOc1ccc(/C(=C(\C)Cc2cccc(OC)c2)c2ccc(OC(C)=O)cc2)cc1
2	Cc1cc(Nc2ccc(C)c(Cl)c2)n2nc(C(F)(F)F)nc2n1
21	CCOc1ccc(Nc2ccnc3cc(Cl)ccc23)cc1
entry no.	14	2	21
MDA-MB-468	101	36	-1.7*
SR	-8.5*	61	0.4*
HS 578T	94	29	29
MDA-MB-231	104	2.8*	-32*
MCF7	51	78	4.4*
T-47D	76	-0.7*	1.4*
K-562	101	55	9.0*
BT-549	92	70	14

Remaining list, next part.
Screens in order: MDA-MB-468, SR, HS 578T, MDA-MB-231, MCF7, T-47D, K-562, BT-549
(51) CC(=O)Nc1ccc2c(c1)Cc1c(F)c(F)c(F)c(F)c1-2
    82, 52, 97, 75, 87, 86, 104, x
(52) Cl/C=C(/Cl)c1ccccc1
    94, 100, 111, 109, x, 105, 106, 114
(53) COc1ccc(Nc2nc(N)nc3c2CCN(Cc2ccc(OC)cc2OC)C3=O)cc1
    96, 60, 83, 85, 88, 76, 73, 75
(54) OCC1COc2ccccc2O1 (configuration not stated)
    104, x, 106, 114, 100, 104, 121, 124
(55) CCOC(=O)C1=C(C(=O)OCC)N(c2ccc(Cl)cc2)C(N)=C(C#N)C1c1cc(=O)[nH]c2ccccc12 (configuration not stated)
    93, 94, 109, 96, 83, 101, 97, 103
(56) COC(=O)c1cnc(N)s1
    108, 105, 123, 108, 105, 97, 120, 101
(57) C=C(C)C(=O)OCC(CC)(COC(=O)C(=C)C)COC(=O)C(=C)C
    97, 109, 98, 97, 87, 96, 98, 109
(58) Cc1ccc(C2CC(c3cccc(Nc4ccncc4)c3)=NN2C=O)cc1 (configuration not stated)
    91, 81, 96, 98, 76, 84, 53, 102
(59) COc1ccc(Nc2nc3cccnc3nc2C)cc1
    106, 110, 98, 101, 93, 96, 101, 87
(60) O=C1c2cccc3cccc(c23)C(=O)N1N1C(=O)c2cccc3c(-c4ccc(F)cc4)ccc(c23)C1=O
    108, 108, 106, 104, 88, 109, 102, 108
(61) Nc1c2c(nc3ccc(Br)cc13)CC(c1ccc(Cl)cc1)CC2=O (configuration not stated)
    117, 83, 119, 103, 91, 108, 90, 102
(62) C[C@H]1[C@H](C)CC[C@]2(CO)CC[C@]3(C)C(=CC[C@@H]4[C@@]5(C)Cc6c([nH]c7ccccc67)C(C)(C)[C@@H]5CC[C@]43C)[C@H]12
    78, 76, 75, 89, 74, 68, 52, 85
(63) COc1cc(CNC(=O)C[C@H](C)CCC=C(C)C)ccc1OCc1cn(-c2ccc(Cl)c(Cl)c2)nn1
    55, 27, 57, 76, 50, 34, 52, 72
(64) Cc1nc2sc(C(=O)Nc3cncc4ccccc34)c(N)c2cc1C(C)O (configuration not stated)
    88, 59, 100, 95, 82, 96, 93, 104
(65) Cc1cc2c(c(=O)o1)C(c1ccc(OC(=O)N3CCOCC3)cc1)C(C#N)=C(N)O2 (configuration not stated)
    119, x, 116, 116, 98, 102, 99, 104
(66) Cc1ncc(-c2ccoc2)c(NC2CCCCCC2)n1
    105, 96, 111, 108, 112, 92, 106, 115
(67) O=C(Oc1cc([N+](=O)[O-])ccc1Cl)Oc1cc([N+](=O)[O-])ccc1Cl
    29, 89, 86, x, 93, x, 109, 96
(68) COc1cccc(Nc2ncnc3cc(NC(=O)CCl)ccc23)c1
    -56*, -23*, -15*, -69*, -8.6*, -33*, -9.8*, -29*

Three compounds already listed, arranged by SMILES length, lowest first.
Screens in order: MDA-MB-468, SR, HS 578T, MDA-MB-231, MCF7, T-47D, K-562, BT-549
(68) COc1cccc(Nc2ncnc3cc(NC(=O)CCl)ccc23)c1
    -56*, -23*, -15*, -69*, -8.6*, -33*, -9.8*, -29*
(61) Nc1c2c(nc3ccc(Br)cc13)CC(c1ccc(Cl)cc1)CC2=O (configuration not stated)
    117, 83, 119, 103, 91, 108, 90, 102
(64) Cc1nc2sc(C(=O)Nc3cncc4ccccc34)c(N)c2cc1C(C)O (configuration not stated)
    88, 59, 100, 95, 82, 96, 93, 104
